# FAS TE block = FAS thioesterase (human) inhibition. recombinant FAS-TE, OMFH fluorogenic substrate, fluorescence endpoint. P49327. inhibition, % at 15 µM. 360,000 tested, 0.67% active;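 active = compounds whose normalised, plate-corrected inhibition of enzyme fluorescence in the single-dose primary screen is 50% or more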;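 note: 0% = DMSO with enzyme and 100% = substrate without enzyme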
# SKN-1 block = inhibitors of C. elegans SKN-1; 360,000 tested, 0.49% active; inhibition, % at 21.8 µM; C. elegans VP596 Pgst-4::GFP/RFP ratio, acrylamide-induced, 24 h; AID 624304;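 active = interference check ratio from 0.5 to 1.5 plus GFP to RFP signal ratio inhibition reaching or exceeding a fixed threshold, cut at about 30% in these data, passing the limit was not always enough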; note: some compounds called inactive have numbers as strong as hits
# MT1-MMP act inh = inhibitors of human MT1-MMP activation; 360,000 tested, 0.061% active; GFP/RFP ratio change, % at 20 µM; P50281; HT1080 RFP-PRO-GFP cells, GFP/RFP ratio fluorescence, overnight; percent of plate control window, DMSO zero;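 active = GFP/RFP ratio change of at least 30% with cell ATP level not reduced by more than half and red fluorescence within 50% of control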; note: strong numbers were not always called active
#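 Test system: HT1080 cells expressing an RFP-PRO-GFP fluorescent reporter construct / Compound dosing: single-point 20 µM compound, 1% DMSO / Schedule: cells overnight before dosing, compound overnight, 37 °C, 5% CO2 / Evaluation: GFP/RFP fluorescence ratio / Control set: DMSO and RFP-L50D-GFP cell wells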
# Rin1-Abl PPI inh = blocks binding of human Rin1 to Abl | P00519+Q13671 | TR-FRET Rin1/Abl binding, biochemical | inhibition, % at 7.35 µM | 360,000 tested, 0.4% active | AID 588664; in the data active = inhibition above about 5%, passing the limit was not always enough
# CendR NRP1 mod = modulators of CendR peptide binding to human neuropilin-1 | 360,000 tested, 0.85% active | O14786 | inhibition, % at 25 µM | AID 602438 | FAM-RPARPAR peptide binding to NRP-1, fluorescence polarization;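 active = inhibition or corrected inhibition above about 18%, plus a signal ratio from 0.5 to 1.5, limit read from the data, passing the limit was not always enough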; note: strong numbers were not always called active
# Target sequence (O14786 whole entry, looked up): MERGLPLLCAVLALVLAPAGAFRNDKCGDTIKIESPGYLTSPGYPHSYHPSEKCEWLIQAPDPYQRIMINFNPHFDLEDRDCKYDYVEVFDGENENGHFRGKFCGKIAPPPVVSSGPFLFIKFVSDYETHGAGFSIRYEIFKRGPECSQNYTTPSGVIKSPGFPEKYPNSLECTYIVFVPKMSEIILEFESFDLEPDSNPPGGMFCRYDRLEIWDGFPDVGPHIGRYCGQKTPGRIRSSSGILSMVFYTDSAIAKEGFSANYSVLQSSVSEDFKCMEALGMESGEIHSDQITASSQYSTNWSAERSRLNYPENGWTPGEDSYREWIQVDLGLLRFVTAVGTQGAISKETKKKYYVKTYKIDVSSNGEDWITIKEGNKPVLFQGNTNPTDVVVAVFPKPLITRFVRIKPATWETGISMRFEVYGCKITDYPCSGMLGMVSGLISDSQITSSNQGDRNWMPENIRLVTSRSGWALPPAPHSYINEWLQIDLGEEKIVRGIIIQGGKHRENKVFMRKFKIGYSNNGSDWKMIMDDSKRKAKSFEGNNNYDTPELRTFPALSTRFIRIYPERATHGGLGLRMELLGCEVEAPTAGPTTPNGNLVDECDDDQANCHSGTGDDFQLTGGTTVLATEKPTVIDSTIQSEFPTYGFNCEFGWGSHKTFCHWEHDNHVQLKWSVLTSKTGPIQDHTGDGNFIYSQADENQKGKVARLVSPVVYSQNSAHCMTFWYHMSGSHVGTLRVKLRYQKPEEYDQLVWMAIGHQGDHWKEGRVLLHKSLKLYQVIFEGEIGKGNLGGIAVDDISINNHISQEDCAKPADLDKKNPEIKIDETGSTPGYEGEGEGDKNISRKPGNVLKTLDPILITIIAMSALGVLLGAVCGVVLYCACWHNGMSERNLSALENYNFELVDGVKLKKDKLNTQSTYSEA
# MsrA inhibitor = inhibits bovine methionine sulfoxide reductase A. purified bovine MsrA, absorbance read-out. inhibition, % at 15.5 µM. 360,000 tested, 0.75% active. AID 651718; in the data active = inhibition above about 4.5%;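 note: 0% = vehicle wells with enzyme and 100% = reference inhibitor wells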
# bovine MsrA act = activators of bovine methionine sulfoxide reductase A. 360,000 tested, 0.3% active. purified bovine MsrA, absorbance read-out. activation, % at 10.6 µM; in the data active = activation above about 7.5%;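 note: 0% = vehicle and 100% = reference activator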
# eLon inh = E. coli protease La inhibition; P0A9M0; purified E. coli Lon protease, fluorescence polarization; inhibition, % at 7.94 µM; 360,000 tested, 0.42% active; in the data active = inhibition above about 13%, passing the limit was not always enough;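 note: 0% = enzyme with probe and DMSO and 100% = no enzyme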
# Neddylation inh = inhibitors of human cullin neddylation | P61081+Q13564 | TR-FRET cullin neddylation, biochemical | calls only at 25 µM | 360,000 tested, 0.58% active | AID 651699; in the data active = inhibition above about 36%
# * = called active by the depositor; i = inactive; · = not tested or not shown. This is a random part of the collection, and some 4.2% of all compounds hit somewhere here.
# The line under a structure holds: FAS TE block	SKN-1 block	MT1-MMP act inh	Rin1-Abl PPI inh	CendR NRP1 mod	MsrA inhibitor	bovine MsrA act	eLon inh	Neddylation inh
Cc1ccsc1C(=O)N1CCCC(C)(C(=O)NS(=O)(=O)C2CC2)C1 (centres undefined)
 : 2	13	-2	1	2	-0.7	3	-6	i
Cc1ccc(NC(=O)CN2CCCC2c2cccn2C)cc1C (centres undefined)
 : -9	-12	0	1	7	0.3	-12	-15	i
COc1ccc(OCCSc2nc3nc(C)cc(C)n3n2)cc1
 : -4	-3	-3	2	-9	-1.2	-5	-1	i
Cc1ccc(OCC(=O)Nc2c(C)nn(-c3ccccc3)c2C)c(Br)c1
 : 7	7	6	1	13	-0.3	-4	-18	i
COc1ccc(OC)c(C(O)c2ncc(-c3cccc(C(F)(F)F)c3)[nH]2)c1 (centres undefined)
 : 0	6	1	0	-6	-0.5	-1	4	i
CCCS(=O)(=O)NCc1cn2c(C)csc2n1
 : -9	-1	-6	1	-11	0.2	3	1	i
CCC(=O)Oc1ccc2c(C)cc(=O)oc2c1C(=O)c1ccccc1
 : 0	9	4	-1	2	4.2	-5	18	i
CC(C)C(=O)Nc1ccc(C(=O)NNC(=S)NC(=O)c2cccs2)cc1
 : -13	8	1	-2	-8	2.2	-3	-5	i
Cc1ccc(NC(=O)c2ccc(Br)o2)cc1S(=O)(=O)N(C)C
 : 5	18	2	0	2	-0.9	0	-4	i
C=CCSC1=C(C#N)C(c2cc(Br)c(O)c(OC)c2)CC(=O)N1 (centres undefined)
 : -6	-6	17	-1	6	2.1	-2	-9	i
c1ccc(CN(Cc2ccccc2)c2c3c(nc4ncnn24)CCC3)cc1
 : 15	-1	5	4	-9	1.6	-4	-7	i
COc1cc(C(=O)OCC(=O)NC(=O)NCc2ccccc2)ccc1OC(F)F
 : 15	-9	3	3	0	0.1	-14	5	i
Cc1ccccc1OCc1nc2ccccc2[nH]1
 : 2	12	2	-2	-2	-0.3	-3	-6	i
Cc1ccc2c(c1)N(C(=O)CCC(=O)NCc1cccc(F)c1)CCO2
 : 1	-17	-5	1	-10	-0.1	0	-2	i
CCn1cc(C(=O)N[C@@H](C)C(=O)NCCO)c(=O)c2cc3c(cc21)OCO3
 : -5	-14	4	2	20	2.8	-1	-13	i

# Grouped by structure: those above containing an NH in an aromatic ring.
# The line under a structure holds: FAS TE block	SKN-1 block	MT1-MMP act inh	Rin1-Abl PPI inh	CendR NRP1 mod	MsrA inhibitor	bovine MsrA act	eLon inh	Neddylation inh
COc1ccc(OC)c(C(O)c2ncc(-c3cccc(C(F)(F)F)c3)[nH]2)c1 (centres undefined)
 : 0	6	1	0	-6	-0.5	-1	4	i
Cc1ccccc1OCc1nc2ccccc2[nH]1
 : 2	12	2	-2	-2	-0.3	-3	-6	i

# New compounds follow.
# The line under a structure holds: FAS TE block	SKN-1 block	MT1-MMP act inh	Rin1-Abl PPI inh	CendR NRP1 mod	MsrA inhibitor	bovine MsrA act	eLon inh	Neddylation inh
CCOc1ccc(N(CC(=O)NCCSCc2ccc(C)cc2)S(C)(=O)=O)cc1
 : 3	7	0	2	-10	-0.6	-1	-7	i
O=C(NC1CCCCC1)C1CCN(c2nccs2)CC1
 : -8	5	-3	1	-12	1.5	-5	-2	i
CC1CC(C)CN(Cc2nc(N)nc(Nc3ccc4ccccc4c3)n2)C1 (centres undefined)
 : 4	20	2	-4	0	-1.6	-3	7	i
COc1cccc(OC)c1C(=O)Nc1ccccc1NC(=O)c1c(OC)cccc1OC
 : -3	-15	-1	-1	3	-1.3	-4	-1	i
C[n+]1cn(Cc2ccc(C#N)cc2)c2ccccc21
 : -1	3	0	-3	16	-1.1	-1	2	i
COc1ccc(C(CNC(=O)CNC(=O)c2ccccc2Cl)N2CCCC2)cc1 (centres undefined)
 : -8	20	0	0	-2	-0.1	6	-5	i
CCOCCCNC(=O)C1CCN(S(=O)(=O)c2ccc3nc4c(c(C(=O)O)c3c2)CCCCC4)CC1
 : -4	-5	3	1	6	-0.5	-5	2	i
C1=CCC(CN2CCN(C3CCCCCC3)CC2)CC1 (centres undefined)
 : -2	9	3	-6	-1	-0.1	-1	6	i
Cc1ccccc1CSCC(Nc1ccc(C(=O)O)cc1[N+](=O)[O-])C(=O)O (centres undefined)
 : -7	4	9	-1	1	0.6	-8	0	i
CC1(C(=O)NCCN2CCOCC2)C=CC2(CCCCC2)N1C(=O)c1ccccc1 (centres undefined)
 : -12	27	-3	-4	20*	0.3	-3	-2	i
C/C(=N\NS(=O)(=O)c1ccc(Cl)c([N+](=O)[O-])c1)c1cc2ccccc2o1
 : 54*	-7	-3	-4	-10	0.7	-3	-1	i
CCOC(=O)C(Cc1ccccc1)C(=O)Nc1ccccc1C (centres undefined)
 : -1	2	-5	-1	-4	0.2	0	-7	i
C/C(=N\NC(=O)c1ccc2c(c1)OCO2)c1ccc(NC(=O)CCCC(=O)O)cc1
 : -4	-6	-3	-3	15	-0.2	-7	9	i
C/C(=C\CCC1(C)C2CC3C(C2)C31C)C(=O)O (centres undefined)
 : -3	-12	1	1	-15	0.0	0	1	i
Cc1cc(NC(=O)CSc2ccc(Cl)cc2)no1
 : -1	2	-3	0	0	1.5	-2	0	i
O=C(NCCc1cn[nH]c1)C1CCC(=O)N(CCc2cccc(F)c2)C1 (centres undefined)
 : 0	6	-2	0	-2	-0.6	-2	-3	i
CCC(=O)Nc1ccc(Nc2ccccc2)cc1
 : -5	-10	4	1	8	0.0	-4	-1	i
Cc1c(CN(C)C(=O)c2ccc(Br)o2)cnn1C
 : -7	-7	-2	-3	0	1.5	-1	-6	i
CCCCn1nc(C(=O)Nc2ccc(S(=O)(=O)Nc3ncccn3)cc2)c2ccccc2c1=O
 : 0	-16	-7	-1	-9	0.1	-1	-2	i
Cc1c(O)cc2n(c1=O)-c1ccccc1C2(C)C
 : -4	22	1	3	-5	2.6	-1	11	i
CCOC(=O)N1CCN(C(=O)Nc2ccccc2Cl)CC1
 : -5	3	-5	0	4	-0.3	1	-3	i
CS(=O)(=O)N1CCc2cc(S(=O)(=O)Nc3ccc4oc5c(c4c3)CCCC5)ccc21
 : 20	2	2	4	-14	0.5	0	1	i
O=C(O)CNC(=O)c1nc(-c2ccccc2)n(-c2ccccc2)n1
 : -5	13	1	0	10	0.0	-4	-10	i
O=C(CCc1ccc(S(=O)(=O)N2CCOCC2)cc1)N1CCN(Cc2ccc3c(c2)OCO3)CC1
 : -2	6	2	2	1	1.6	-7	-4	i
Cc1ccnc(NC(=O)c2ccccc2NC(=O)c2ccc(Cl)cc2Cl)c1
 : 19	0	6	2	5	1.8	-1	-10	i
N#Cc1ccc(C(=O)Nc2ccc([N+](=O)[O-])cc2)c(F)c1
 : -1	-4	6	0	7	3.9	-3	3	i
Cc1ccc(C(c2nnnn2CCc2ccccc2)N2CCC(C)CC2)cc1 (centres undefined)
 : 22	-4	-24	0	-4	-0.9	-9	-6	i
CCCCC(=O)Nc1cc(C)c(NC(=O)c2ccco2)cn1
 : -8	0	1	-1	-6	0.8	-4	0	i
CCOCC(=O)Nc1nnc(Cc2ccc(OC)cc2)s1
 : -2	-1	-2	2	5	-0.4	1	-2	i
CCN1C(=O)N(c2cccc3ccccc23)C(C)=CC1(C)C
 : -2	-22	-4	-1	-4	-0.4	-2	6	i

# Arranged by the number under SKN-1 block (rising): 3 from the list above.
compound	SKN-1 block
CCN1C(=O)N(c2cccc3ccccc23)C(C)=CC1(C)C	-22
c1ccc(CN(Cc2ccccc2)c2c3c(nc4ncnn24)CCC3)cc1	-1
CC1CC(C)CN(Cc2nc(N)nc(Nc3ccc4ccccc4c3)n2)C1 (centres undefined)	20

# Next results:
# The line under a structure holds: FAS TE block	SKN-1 block	MT1-MMP act inh	Rin1-Abl PPI inh	CendR NRP1 mod	MsrA inhibitor	bovine MsrA act	eLon inh	Neddylation inh
Cc1ccc(NC(=O)CSc2nncn2N)cc1C
 : -4	9	-2	-2	-6	0.8	-1	8	i
CCN(CC)c1ccc(/C=N/N2CCN(Cc3ccc(C)cc3C)CC2)c(O)c1
 : 27	13	-1	1	-7	0.0	-2	-1	i
CCCOc1ccc(C(CC(=O)O)NC(=O)c2ccc3c(c2)OCO3)cc1 (centres undefined)
 : -13	-2	-1	-4	-10	-1.1	-2	-1	i
Cc1ccc(C)c2[nH]c(=O)c(CCNC(=O)c3ccco3)cc12
 : -12	8	-2	-1	6	0.2	-5	-5	i
C/C(N=Nc1nc2ccccc2s1)=N\Nc1ccccc1O
 : 6	6	23	1	-2	-0.6	-4	2	i
Cn1cnc2cc(NCc3cccs3)ccc21
 : 1	-7	4	2	0	0.2	-3	-1	i
CCOc1ccc(-c2nnc3ccc(SCC(=O)N4CCN(c5ccccc5)CC4)nn23)cc1
 : -7	-5	-6	-2	5	0.5	-2	0	i
Cn1c(SCC(=O)N2CCOCC2)nnc1-c1cnccn1
 : -8	3	3	-11	-1	0.0	-3	-3	i
Cc1ccccc1NP(=O)(c1ccccc1)c1nc2ccccc2s1 (centres undefined)
 : -2	-3	-1	1	8	-0.1	0	0	i
COc1ccccc1N1CCN(C(=O)c2ccc3nc(-c4ccco4)c(-c4ccco4)nc3c2)CC1
 : 13	-9	0	-4	8	0.6	-1	-10	i
CC(NC(=O)Nc1ccc(Cl)c(Cl)c1)C(c1ccccc1)N1CCOCC1 (centres undefined)
 : 33	-17	-8	4	24	-0.6	-11	4	i
CC(=O)c1ccc(N2CCN(C(=O)c3ccc(OCc4c(C)noc4C)cc3)CC2)cc1
 : -1	22	2	0	8	3.2	-2	5	i
N=c1oc2cc(O)ccc2cc1C(=O)Nc1ccc(Cl)cc1
 : 2	33	-39	-3	-52	0.9	-2	-17	·
CCOC(=O)N/N=C/c1ccc(C)o1
 : -6	13	0	0	-22	0.7	-2	-2	i
COc1ccc(Cl)cc1NC(=O)c1cnccn1
 : 2	21	0	0	2	1.0	-2	-8	i
COc1ccc(CCN(C)C(=O)C2CCCN(C3CCN(Cc4ccccc4)CC3)C2)cc1OC (centres undefined)
 : -6	-9	2	-2	8	-0.3	-6	5	i
O=C(Nc1ccc(Cl)cc1)c1nc[nH]c1C(=O)N1CCc2ccccc2C1
 : -4	-3	1	-3	14	-0.4	-2	1	i
Cc1nn(CC(=O)O)c(C)c1C
 : -6	-14	2	-4	-1	-0.1	-1	-9	i
Cc1ccc(SCC(=O)OCC(=O)NC(C)c2ccc(Br)cc2)cc1 (centres undefined)
 : -3	8	0	1	9	0.2	-2	-4	i
O=C(c1ccco1)N1CCN(C(=O)c2cc(=O)[nH]c3ccccc23)CC1
 : -6	10	-3	-2	-1	1.4	-4	-8	i
CC(=O)c1ccc(NC(=S)N2CC(C)CC(C)C2)cc1 (centres undefined)
 : 6	-10	3	-3	-5	0.1	-3	-18	i
CCN(CC)c1ccc(/C=C2\C(=O)c3ccc(C(=O)O)cc3C2=O)cc1
 : -9	36*	-27	-5	132	3.6	-3	i	i
COC(=O)c1ccc(-n2nnnc2SCC(=O)Nc2ccccc2OC)cc1
 : 5	5	-2	3	-21	-1.3	-1	-13	i
COc1ccccc1CCNC(=O)c1ccc(NC(=O)CC2SC(N3CCCC3)=NC2=O)cc1 (centres undefined)
 : -6	24	5	2	-1	-0.2	-2	4	i
CC1(Oc2cccc(F)c2)CCN(Cc2csc3ccccc23)C1 (centres undefined)
 : 15	3	-4	1	-12	-1.6	0	-3	i
NCC(=O)NCC(=O)OCc1ccccc1
 : -2	6	1	2	13	1.1	0	11	i
Cc1cc(C)n(-c2cc(N3CCN(S(=O)(=O)c4ccc5ccccc5c4)CC3)ccc2[N+](=O)[O-])n1
 : 40	7	-4	0	11	1.2	-2	2	i
CCc1nnc(NC(=O)C2CCCN2S(=O)(=O)c2ccc(F)cc2)s1 (centres undefined)
 : -3	2	4	1	11	-0.8	-4	-6	i
O=C(c1cc(S(=O)(=O)N2CCCCC2)c(Cl)cc1N1CCOCC1)N1CCOCC1
 : -1	8	-4	-1	-3	0.6	-1	-4	i

# Assay outcomes as filed in PubChem.
